Screening results as filed in PubChem.
APJ antag = APJ receptor antagonism | hit rate 0.32% among 330,000 | inhibition, % at 20 µM | AID 2521 | CHO-K1 APJ beta-arrestin complementation, luminescence | P35414;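 active = inhibition above about 40% at 20 µM, limit read from the data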;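 note: cells challenged with 10 nM apelin-13 agonist together with compound; plate controls were apelin-13 plus DMSO wells for no effect and DMSO wells lacking apelin-13 for full effect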
Target sequence (P35414 whole entry, looked up): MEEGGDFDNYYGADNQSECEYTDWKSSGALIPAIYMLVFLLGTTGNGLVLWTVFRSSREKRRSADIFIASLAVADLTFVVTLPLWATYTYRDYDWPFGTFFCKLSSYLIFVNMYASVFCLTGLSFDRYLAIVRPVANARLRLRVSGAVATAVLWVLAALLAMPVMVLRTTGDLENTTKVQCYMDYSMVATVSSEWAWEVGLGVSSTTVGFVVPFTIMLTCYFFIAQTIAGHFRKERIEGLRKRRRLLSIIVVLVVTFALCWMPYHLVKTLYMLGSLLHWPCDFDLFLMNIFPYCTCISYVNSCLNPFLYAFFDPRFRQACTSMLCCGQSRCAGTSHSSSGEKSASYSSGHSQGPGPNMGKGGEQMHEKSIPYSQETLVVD
UPR CHOP act = apoptotic UPR (CHOP) activation | CHO-CHOP luciferase reporter, luminescence; percent of tunicamycin response over DMSO baseline | activation, % at 10 µM | hit rate 0.34% among 330,000;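 active = at 10 µM dose, activation of 40% or more, normalized to positive control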;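 note: 100% = tunicamycin at 10 µg/mL and 0% = DMSO alone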
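Dosing – one dose, 10 µM in 0.5% DMSO · System – CHO-CHOP cells, stable luciferase reporter of PERK-eIF2a-CHOP signalling · Input – 500 cells/well · Control set – tunicamycin 10 µg/mL final as positive, DMSO-only wells as negative · Timing – 6 h compound treatment, 37 °C · Measure – % activation vs tunicamycin · Technique – luminescence read with Steady-Glo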
tim23-1 inh = growth inhibitors of tim23-1 mutant yeast; S. cerevisiae tim23-1 growth, BacTiter-Glo luminescence, 24 h; inhibition, % at 20 µM; hit rate 1.3% among 330,000; AID 463212;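 active = growth inhibition of the mutant yeast at or above 50%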;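 note: temperature-sensitive mutant grown at 25 °C; plate controls were DMSO-treated mutant yeast for no effect and medium wells lacking yeast for full effect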
Mdm2 MdmX PPI = disrupts the human Mdm2-MdmX interaction. hit rate 3% among 330,000. O15151+Q00987. SaOS-2 split-luciferase Mdm2/MdmX complementation, luminescence. inhibition, % at 8 µM;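 active = inhibition of at least 50% at 8 µM in the primary screen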
CCR6 antagonist = blocks CCL20-driven beta-arrestin recruitment at human CCR6; hit rate 0.49% among 340,000; CHO-K1 CCR6 PathHunter beta-arrestin, luminescence, CCL20-stimulated; P51684; inhibition, % at 20 µM;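 active = compounds whose inhibition of the agonist-driven luminescence signal at 20 µM reaches about 50%, limit read from the data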;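 note: cells stimulated with CCL20 at 14 nM final; plate controls were DMSO with CCL20 for no effect and DMSO without agonist for full effect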
UPR XBP1 act = activators of adaptive arm of unfolded protein response (XBP1). activation, % at 20 µM. CHO-XBP1 luciferase reporter, IRE1-XBP1 UPR activation, luminescence; percent of tunicamycin response, DMSO as zero. hit rate 0.33% among 330,000;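 active = versus positive control, 20 µM dose yields 30% or more activation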;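 note: 100% = tunicamycin at 10 µg/mL and 0% = DMSO only wells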
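Test system: CHO-XBP1 luciferase reporter cells | Buffer or medium: Serum-containing F12 medium, 10% FBS | Schedule: 6 h compound exposure at 37 °C, 5% CO2 | Detection: Steady-Glo luciferase glow luminescence, 10 min after reagent addition | Read-out basis: Activation, % of tunicamycin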
EBI2 antag = antagonists of human EBI2 receptor; P32249; EBI2 beta-arrestin recruitment, luminescence, 7a,25-OHC stimulated; inhibition, % at 5 µM; hit rate 0.81% among 360,000; in the data active = inhibition above about 38%;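 note: enzyme fragment complementation signal reports receptor beta-arrestin coupling in cells; 0% = agonist plus DMSO wells and 100% = wells without agonist; some results beyond the cut were filed as inactive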
Target sequence (P32249 whole entry, looked up, the tested form may be a part): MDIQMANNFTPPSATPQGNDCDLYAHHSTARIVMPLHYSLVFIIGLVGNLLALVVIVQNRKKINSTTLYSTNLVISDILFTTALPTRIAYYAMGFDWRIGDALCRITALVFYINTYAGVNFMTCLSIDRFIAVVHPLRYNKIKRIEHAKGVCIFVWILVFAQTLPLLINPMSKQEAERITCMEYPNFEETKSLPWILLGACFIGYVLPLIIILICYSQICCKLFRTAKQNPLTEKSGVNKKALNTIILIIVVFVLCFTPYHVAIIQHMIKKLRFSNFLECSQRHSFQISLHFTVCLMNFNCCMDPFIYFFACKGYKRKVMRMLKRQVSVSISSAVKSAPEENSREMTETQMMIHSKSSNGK
CXCR6 block = inhibitors of human CXCR6 receptor; AID 602244; O00574; hit rate 0.36% among 360,000; CHO-K1 PathHunter CXCR6 beta-arrestin, luminescence; inhibition, % at 20 µM; in the data active = inhibition above about 34%, passing the limit was not always enough;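 note: antagonist mode with CXCL16 agonist at 10 nM final; 0% = 10 nM CXCL16 with DMSO and 100% = unstimulated wells without agonist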
APJ agonist = agonists of human APJ apelin receptor | P35414 | CHO-K1 APJ PathHunter beta-arrestin, luminescence; 0% DMSO wells, 100% apelin | activation, % at 20 µM | hit rate 0.11% among 330,000 | AID 2520;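 active = activation more than six SD over the plate average, tested at 20 µM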;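 note: 0% = DMSO alone and 100% = apelin-13 at 10 nM; some results filed as inactive read as strong as hits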
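Assay system – PathHunter CHO-K1 APJ (AGTRL-1) beta-arrestin reporter cells · Compound – one dose, 20 µM compound, 1% DMSO · Timing – compound 90 min 25 °C, reagent 1 h · Measured by – luminescence from split beta-galactosidase complementation, Galacton Star/Emerald II substrate · Measure – beta-arrestin recruitment to APJ as agonist activity, luminescent signal · Benchmarks – DMSO vs Apelin-13 10 nM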
* marks the source's active call; other numbers are inactive results; . = no result given. These rows are one share of the data; count on the stated rates, not on these rows.

Under each structure – APJ antag, UPR CHOP act, tim23-1 inh, Mdm2 MdmX PPI, CCR6 antagonist, UPR XBP1 act, EBI2 antag, CXCR6 block, APJ agonist
> Cc1ccc(NC(=O)Cc2noc3ccccc23)cc1
→ 6.1, 2.0, -7.4, -21.4, 4.1, 1.4, -17.8, -0.6, -2.5
> Clc1cccc(NCc2nnc(SCc3ccccc3Cl)o2)c1
→ 5.1, -1.7, 14.9, -3.5, 22.0, 3.7, 11.2, 2.3, -0.6
> Cc1ccc(SC2CCN(C(=O)C3CCC(=O)N(C4CC4)C3)CC2)cc1 (stereo not given)
→ -2.6, 0.8, 3.6, 4.8, 9.6, 1.5, -7.4, 0.0, -1.3
> CC(=O)c1ccc(N2CCN(C(=O)C3CCCN(c4ncnc5c4nc4n5CCCCC4)C3)CC2)cc1 (stereo not given)
→ 1.5, 3.7, 20.7, -11.4, 7.6, -0.9, -6.4, -3.7, 14.4
> Cc1nn2cc(-c3cccc(Cl)c3)cnc2c1Br
→ -1.5, 3.7, -0.5, 4.5, 2.6, 4.6, 6.3, -0.5, -2.3
> Cn1c(=O)c(C(=O)NNC(=O)c2ccccc2F)c(O)c2ccccc21
→ -0.9, 0.7, 37.3, 49.8, 18.9, -0.4, -4.5, -4.7, -2.5
> Cc1nn(C)cc1CNC(=O)C1C2CCC(C2)C1C(=O)O (stereo not given)
→ -0.6, -0.6, -6.0, -14.6, ., -4.9, ., ., -0.4
> CCc1ccc(C2(O)CC(C(F)(F)F)=NN2C(=O)Cc2ccc([N+](=O)[O-])cc2)cc1 (stereo not given)
→ 0.3, 0.3, 17.1, 5.7, -9.6, -2.9, -1.0, 0.1, 4.6
> CC12CCC(=O)N1C(C(=O)N1CCN(c3ccccc3)CC1)CS2 (stereo not given)
→ 16.3, 1.8, 18.5, 3.7, 3.8, -3.6, -4.8, -3.8, 1.4
> CCOC(=O)C(NC(=O)CC(C)C)(Nc1sc2c(c1C(N)=O)CCCC2)C(F)(F)F (stereo not given)
→ -10.6, 0.2, 6.5, 0.5, -5.7, -4.5, -4.1, -6.9, -2.7
> Cc1ccc(C(=O)NC=C(Cl)Cl)cc1
→ 14.0, -0.9, 11.4, 0.6, 2.7, 0.5, -3.3, 5.7, -2.8
> COCn1c(COc2ccccc2)nc2ccccc21
→ 5.0, 2.5, 23.5, -21.9, 5.7, 2.5, 3.4, -3.9, -4.4
> Nc1nc2nc(-c3ccccc3)cc(C(F)(F)F)c2s1
→ 3.5, 2.9, 47.3, 31.1, 4.1, 7.2, 6.8, 6.7, -2.4
> Cc1ccc(S(=O)(=O)Nc2cccc(C(=O)NCc3cccnc3)c2)cc1F
→ 4.5, -0.6, -1.9, 50.7*, 15.1, -1.7, -10.2, -11.0, 2.9
> COc1ccc(-c2oc3ccccc3c2C(=O)OCc2ccc([N+](=O)[O-])cc2)cc1
→ 9.3, 2.3, -14.6, 24.8, 12.4, -2.7, 15.0, -0.6, 2.5
> CC(=O)Nc1cc2c3c(c1)CCN3C(=O)CC2
→ 1.2, -0.9, 2.0, -3.4, 1.2, -5.8, -5.6, 7.7, -2.6
> CCCc1nc(SCC(=O)NCC2CCCO2)c2c(=O)n(C)c(=O)n(C)c2n1 (stereo not given)
→ 5.9, 1.0, 7.0, -28.0, 0.1, -4.5, 12.8, -8.9, -1.4
> CC(C)NC(=O)c1onc(CSc2ccccc2F)c1C(=O)O
→ 0.4, 1.0, 15.7, -44.0, 3.9, 1.0, 1.9, 0.4, 5.2
> Clc1cccc(Nc2nc(-c3ccncc3)cs2)c1
→ -4.2, 3.2, -3.1, 22.6, -12.4, 1.9, 52.2*, -13.4, 2.1
> CC1CCCCN1C(=O)C12CCC(C)(C(=O)C1)C2(C)C (stereo not given)
→ 10.1, -0.9, 5.8, 11.5, 2.5, -2.0, -2.2, -1.1, -0.3

Part of the list above, in markdown.
| Compound | APJ antag | UPR CHOP act | tim23-1 inh | Mdm2 MdmX PPI | CCR6 antagonist | UPR XBP1 act | EBI2 antag | CXCR6 block | APJ agonist |
| --- | --- | --- | --- | --- | --- | --- | --- | --- | --- |
| Cc1nn(C)cc1CNC(=O)C1C2CCC(C2)C1C(=O)O (stereo not given) | -0.6 | -0.6 | -6.0 | -14.6 | . | -4.9 | . | . | -0.4 |
| CCc1ccc(C2(O)CC(C(F)(F)F)=NN2C(=O)Cc2ccc([N+](=O)[O-])cc2)cc1 (stereo not given) | 0.3 | 0.3 | 17.1 | 5.7 | -9.6 | -2.9 | -1.0 | 0.1 | 4.6 |
| CC12CCC(=O)N1C(C(=O)N1CCN(c3ccccc3)CC1)CS2 (stereo not given) | 16.3 | 1.8 | 18.5 | 3.7 | 3.8 | -3.6 | -4.8 | -3.8 | 1.4 |
| CCOC(=O)C(NC(=O)CC(C)C)(Nc1sc2c(c1C(N)=O)CCCC2)C(F)(F)F (stereo not given) | -10.6 | 0.2 | 6.5 | 0.5 | -5.7 | -4.5 | -4.1 | -6.9 | -2.7 |
| Cc1ccc(C(=O)NC=C(Cl)Cl)cc1 | 14.0 | -0.9 | 11.4 | 0.6 | 2.7 | 0.5 | -3.3 | 5.7 | -2.8 |
| COCn1c(COc2ccccc2)nc2ccccc21 | 5.0 | 2.5 | 23.5 | -21.9 | 5.7 | 2.5 | 3.4 | -3.9 | -4.4 |
| Nc1nc2nc(-c3ccccc3)cc(C(F)(F)F)c2s1 | 3.5 | 2.9 | 47.3 | 31.1 | 4.1 | 7.2 | 6.8 | 6.7 | -2.4 |
| Cc1ccc(S(=O)(=O)Nc2cccc(C(=O)NCc3cccnc3)c2)cc1F | 4.5 | -0.6 | -1.9 | 50.7* | 15.1 | -1.7 | -10.2 | -11.0 | 2.9 |
| COc1ccc(-c2oc3ccccc3c2C(=O)OCc2ccc([N+](=O)[O-])cc2)cc1 | 9.3 | 2.3 | -14.6 | 24.8 | 12.4 | -2.7 | 15.0 | -0.6 | 2.5 |
| CC(=O)Nc1cc2c3c(c1)CCN3C(=O)CC2 | 1.2 | -0.9 | 2.0 | -3.4 | 1.2 | -5.8 | -5.6 | 7.7 | -2.6 |
| CCCc1nc(SCC(=O)NCC2CCCO2)c2c(=O)n(C)c(=O)n(C)c2n1 (stereo not given) | 5.9 | 1.0 | 7.0 | -28.0 | 0.1 | -4.5 | 12.8 | -8.9 | -1.4 |
| CC(C)NC(=O)c1onc(CSc2ccccc2F)c1C(=O)O | 0.4 | 1.0 | 15.7 | -44.0 | 3.9 | 1.0 | 1.9 | 0.4 | 5.2 |
| Clc1cccc(Nc2nc(-c3ccncc3)cs2)c1 | -4.2 | 3.2 | -3.1 | 22.6 | -12.4 | 1.9 | 52.2* | -13.4 | 2.1 |
| CC1CCCCN1C(=O)C12CCC(C)(C(=O)C1)C2(C)C (stereo not given) | 10.1 | -0.9 | 5.8 | 11.5 | 2.5 | -2.0 | -2.2 | -1.1 | -0.3 |

Remaining list, next part.
Under each structure – APJ antag, UPR CHOP act, tim23-1 inh, Mdm2 MdmX PPI, CCR6 antagonist, UPR XBP1 act, EBI2 antag, CXCR6 block, APJ agonist
> O=C(NC1=NCCS1)C1CC(=O)N(c2ccc(Cl)cc2)C1 (stereo not given)
→ 3.4, 2.1, 1.4, -7.8, 0.9, -0.3, -4.1, 0.0, -3.1
> COc1ccc(CNC(=O)COC(=O)c2ccc(C(=O)c3ccccc3)cc2)cc1
→ 4.4, 0.3, 28.3, 4.8, 7.7, -0.5, -3.5, 2.8, -4.6
> N#Cc1ccc(N/N=C/c2cn(-c3ccccc3)nc2-c2ccccc2)c([N+](=O)[O-])c1
→ -1.0, 106.6*, -10.7, 90.8*, 9.7, 42.6*, -12.7, -5.7, -1.6
> C=CCNC(=O)C1CCN(S(=O)(=O)c2ccccc2)CC1
→ -5.2, 0.5, 6.4, -21.5, 1.0, 1.4, -4.6, -4.6, 1.9
> COC(=O)C(O)(CC(=O)Nc1ccc(Cl)cc1F)C(F)(F)F (stereo not given)
→ 11.0, -1.4, 16.0, 9.3, 0.2, -2.5, -8.9, 4.7, -4.8
> COC(=O)Cc1ccc(NC(=S)NCCSc2ccc(Cl)cc2)cc1
→ 12.1, 1.6, 50.1*, 0.8, 8.6, -4.4, 2.0, -5.5, -1.8
> CC(C)OCCCn1c(-c2ccco2)nc2nc3ccccc3nc21
→ 19.5, 0.7, 39.6, 0.5, 6.4, -0.2, -2.9, 8.4, -1.7
> COc1cc(NC(=O)CSc2nnc3n2C(C)(C)Cc2ccccc2-3)cc(OC)c1
→ 2.2, 1.7, -10.1, -12.4, 14.2, 1.5, 35.9, 4.2, -0.3
> O=C(N/N=C/c1ccc([N+](=O)[O-])cc1)c1cccnc1
→ -25.1, 1.9, -12.8, 1.5, -8.9, 4.5, -11.3, -19.4, 0.1
> O=C(COC(=O)CC1SC(N2CCCC2)=NC1=O)Nc1c(F)c(F)c(F)c(F)c1F (stereo not given)
→ 11.3, -0.6, -6.1, 20.1, 10.1, 2.1, -2.2, -4.2, -5.0
> Cn1c(=O)n(Cc2ccccc2Cl)c(=O)c2c1[nH]c(=S)n2C
→ 11.9, -1.0, -13.7, 13.9, 13.3, 0.0, 1.7, 1.6, -0.8
> Cn1c(SCC(=O)C(C)(C)C)nnc1-c1ccc(F)cc1
→ -10.1, 0.6, 4.9, 1.8, -2.0, -5.0, -0.8, -6.0, -2.4
> CCOC(=O)Nc1ccc(NS(=O)(=O)c2ccc(C)cc2)cc1
→ -17.2, 0.8, 23.4, 11.8, 8.3, 0.9, 3.5, -4.4, -6.4
